# EWS-Fli block: EWS/Fli-driven NR0B1 reporter inhibitors, primary screen, A673 cells, NR0B1 luciferase, luminescence, MLPCN library; viability-normalised; inhibition, % at 12.6 µM; 0.67% of 350,000 active;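 active means mean inhibition of at least 50% after viability correction, with every replicate also passing that limit; inconclusive means mean reaches 50% but only one of two replicates passes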;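 further: firefly luciferase signal divided by Alamar Blue viability fluorescence both relative to DMSO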
# GSIS activator: GLuc luminescence reporter in INS-1E cells, primary screen for activators of glucose-dependent secretion of insulin; activation, % at 16.6 µM; AID 743287, 2014; INS-1E GLuc reporter insulin secretion, 2-3 h; 0.61% of 370,000 active;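 active means lowest replicate activation of at least 40%, so every replicate reaches that level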;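 further: 0% = median of neutral control wells and 100% = median of IBMX positive control wells; some compounds called inactive have numbers as strong as hits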
# ARNT TACC3 PPI: disruptors of ARNT/TACC3 protein interaction, primary screen, biochemical, AlphaScreen, single concentration | Transforming acidic coiled-coil-containing protein 3 (Homo sapiens), Q9Y6A5 | inhibition, % at 9.99 µM | AlphaScreen His-ARNT PAS-B/GST-TACC3 binding, luminescence; TACC3 fragment carries E629A point mutation | 0.66% of 390,000 active;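 active means mean inhibition of replicates at least 50% and at least half of replicates each reaching 50%; inconclusive means half or more replicates reach 50% but mean below 50%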;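 further: 0% = complete ARNT plus TACC3 wells and 100% = ARNT alone without TACC3; many hits fall short of the cut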
# F508del corr: F508del CFTR correction, initial screen, CFBE line, single point. CFBE cells, YFP halide quenching; stimulated with forskolin plus potentiator P3; % fluorescence drop versus neutral controls. activity (quench increase), % at 7.58 µM. 0.36% of 350,000 active;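 active means mean added fluorescence quench of at least 8% versus neutral control, with both replicates also reaching 8%; inconclusive means only one of the mean or replicate conditions met; inactive means mean below 8% and not both replicates reaching 8%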;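 further: cells transiently co-express mutant CFTR-F508del with the halide-sensitive YFP; corrector assay measuring rescue of mutant channel to the surface after 24 h compound exposure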
# ERp5 inh: inhibitors of ERp5-driven insulin aggregation, primary screen, biochemical, turbidity, absorbance 650 nm, single point; 0.05% of 350,000 active; 90 min; inhibition, % at 9.99 µM; Protein disulfide-isomerase A6 (Homo sapiens), Q15084;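 active means mean replicate inhibition above about 25%, with every replicate also reaching it, limit read from the data, passing the limit was not always enough; inconclusive means only one of those two criteria met; inactive means neither criterion met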
# Target sequence (Q15084 whole entry, looked up): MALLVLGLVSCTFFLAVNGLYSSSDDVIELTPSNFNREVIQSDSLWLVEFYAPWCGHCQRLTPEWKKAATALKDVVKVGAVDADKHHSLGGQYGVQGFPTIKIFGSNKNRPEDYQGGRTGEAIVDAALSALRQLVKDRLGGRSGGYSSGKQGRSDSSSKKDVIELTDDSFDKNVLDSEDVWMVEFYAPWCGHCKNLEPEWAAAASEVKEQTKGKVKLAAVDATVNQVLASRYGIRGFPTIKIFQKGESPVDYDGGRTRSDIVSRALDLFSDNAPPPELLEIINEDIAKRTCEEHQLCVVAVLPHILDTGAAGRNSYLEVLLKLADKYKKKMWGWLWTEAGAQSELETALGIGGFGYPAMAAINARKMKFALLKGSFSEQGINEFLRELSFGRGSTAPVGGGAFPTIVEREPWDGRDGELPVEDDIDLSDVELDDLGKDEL
# Xi reactivation: activators of inactive X chromosome reactivation, primary screen, imaging, XiGFP fibroblasts, GFP high-content imaging, set 2; XiGFP mouse fibroblasts, % GFP-positive cells imaging, 3 d; cells co-treated with 5-aza-dC sensitizer; scaled so ellipticine positive control = 100%; activation, % at 7.58 µM; 0.055% of 360,000 active; AID 743238, 2013;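 active means mean normalized replicate activation at least 10% and every replicate at or above 10%; inconclusive means only one of the two criteria met; inactive means mean below 10% and not all replicates reach 10%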;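 further: 0% = median of on-plate neutral control wells and 100% = ellipticine 6 µM median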
#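 System: 68-5-11 XiGFP fibroblast line | Buffer or medium: DMEM containing 5-aza-dC | Compound: Single point | Times: Compounds 3 days, fix/stain 15 min at room temperature | Benchmarks: Positive control ellipticine, 6 µM final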
# PAX8 reporter: inhibitors of PAX8-driven TPO luciferase reporter, primary screen, RMG-I cells, single concentration. inhibition, % at 12.6 µM. 1.2% of 360,000 active. SteadyGlo, 24 h;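 active means mean replicate inhibition at least 60% with every replicate also reaching 60%; inconclusive means only one of the two criteria is met; inactive means mean below 60% and not all replicates reaching 60%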;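 further: luciferase light reporting Pax8 driven TPO promoter activity; plate controls were median of neutral control wells for no effect and mitoxantrone controls for full effect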
# DENV2 CPE: inhibitors of DENV2 cytopathic effect, primary screen, cell-based, plate reader, single concentration | DENV2-infected cells, cytopathic effect rescue | CPE inhibition, % at 9.99 µM | 1.7% of 350,000 active | AID 651640, 2012; in the data active means CPE inhibition above about 20%, passing the limit was not always enough; inconclusive means no clear call, values can overlap the other calls; tested in BHK-21 cells;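 further: 0% = median of neutral control wells and 100% = median of positive control wells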
# An asterisk follows results filed as active; ? = inconclusive; / = no result given; & = joins results of further samples; ! = repeats disagree.
SMILES,EWS-Fli block,GSIS activator,ARNT TACC3 PPI,F508del corr,ERp5 inh,Xi reactivation,PAX8 reporter,DENV2 CPE
CCCCNC(=O)c1nc(C2CCNCC2)oc1-c1cccc(C(F)(F)F)c1,-5,-6,/,-1.6,0,0.0,-20,-3
C[C@@H]1CN([C@@H](C)CO)C(=O)c2cccc(NS(=O)(=O)c3ccc(Cl)cc3)c2O[C@@H]1CN(C)CC1CCCCC1,-4,-8,17,1.3,4,-0.6,5,?
CSCCC(NC(=O)C1CCC(C)CC1)C(=O)OCC(=O)c1ccc(Cl)cc1 (stereo not drawn),8,0,23,-0.9,4,0.0,5,-4
CN1CCC(N(C)C(=O)/C(C#N)=C/c2ccc(OC(F)F)cc2)CC1,1,-21,6,-1.3,0,-0.1,-7,0
Cc1ccc(S(=O)(=O)N2CCC(=O)N(C(COCc3cccc(C)c3)C(C)C)CC2)cc1 (stereo not drawn),-3,-3,-2,0.1,/,0.0,13,/
COc1ccc2c3c(n(C)c2c1)[C@H](CO)N(C(=O)Nc1ccc(F)cc1)CC31CCN(C(=O)NC2CCCC2)CC1,6,-22,/,-0.1,0,0.3,/,-2
Cn1cc(Br)c(-c2cccc(NC(=O)CCCC(=O)O)c2)n1,6,/,-3,0.6,/,0.0,-24,-2
C[C@H]1CN([C@@H](C)CO)C(=O)c2cc(NC(=O)NC3CCCCC3)ccc2O[C@@H]1CN(C)C(=O)Nc1ccc2c(c1)OCO2,-6,-3,-10,-0.6,-2,0.7,-4,4
CC(C)CC(=O)NC(=S)Nc1cc(C(=O)O)ccc1Cl,/,12,4,/,/,0.0,9,/
COc1ccccc1CNC(=O)C[C@H]1C=C[C@@H](NC(=O)CN(C)C)[C@@H](CO)O1,/,-8,13,0.9,-3,-0.1,/,1
COC(=O)c1sc2ccccc2c1NC(=O)c1ccc(S(=O)(=O)N2CCC(C)CC2)cc1,1,/,5,1.2,7,-0.1,35,-14
Cc1ccc(S(=O)(=O)N(C)C[C@@H]2OCCCC[C@H](C)Oc3ccc(NS(=O)(=O)c4cccs4)cc3C(=O)N([C@@H](C)CO)C[C@H]2C)cc1,-3,-55,13,-1.8,4,0.0,16,2
Cc1ccc(Cc2c(-c3ccc(C#N)cc3)nc3ccc(Br)cn23)cc1,-74,-27,/,3.8,-1,0.3,-83,-5
C[C@H](CO)N1C[C@H](C)[C@@H](CN(C)Cc2ccc(Oc3ccccc3)cc2)Oc2cc(Br)ccc2S1(=O)=O,6&-4,-18&12,/,1.5&-0.2,1&12,0.0&0.1,28,25*!
COCC(=O)N1C[C@@H](C)[C@@H](OC)CN(C)C(=O)c2ccc(NC(=O)C3CCC3)cc2OC[C@H]1C,2,11,-1,1.3,4,-0.2,/,-3
OCCN(CC#CCC(O)(c1ccccc1)C1CCCC1)CCO (stereo not drawn),3,/,-5,-0.7,3,-0.1,-35,-4
C=CCN(C(=O)CCS(=O)(=O)c1cccc2nsnc12)c1ccccc1,21,13,3,-1.9,12,0.1,13,-5
CCOC(=O)N1CCC(NC(=O)CCC(=O)N2CCOc3ccc(Cl)cc32)CC1,1,-8,5,-1.7,2,0.0,-17,12
C[C@H](CO)N1C[C@H](C)[C@H](CN(C)Cc2ccncc2)Oc2c(NC(=O)c3ccncc3)cccc2C1=O,-5,12,0,-1.6,7,-0.2,-5,-2
COc1c(C(CC(C)C)OC(C)=O)ccc2c1C(=O)OCc1cc(C)cc(O)c1O2 (stereo not drawn),10,/,5,1.4,2,/,/,10
O=C(c1cc2nc(-c3ccco3)cc(C(F)(F)F)n2n1)N1CCN(c2ccc(F)cc2)CC1,7,13,12,-0.1,6,/,/,-2
C[C@@H]1CCCCO[C@H](CN(C)CC2CCCCC2)[C@H](C)CN([C@H](C)CO)C(=O)c2cc(NS(=O)(=O)c3cccs3)ccc2O1,-3,-14,0,1.9,-1,0.0,-16,-3
Cc1ccc(NC(=S)NCC(C)C)cc1,/,9,-1,/,/,0.0,-22,/
COc1ccc(N2CC(C(=O)NCc3n[nH]c(=O)c4ccccc34)CC2=O)cc1 (stereo not drawn),9,26,-1,-2.8,-4,0.1,8,-1
COc1ccc(CCNC(=O)C(=O)NCc2ccccc2C)cc1OC,-2,30,-18,1.6,0,0.1,17,?

# Part of the list above, as tab-separated lines:
Molecule	EWS-Fli block	GSIS activator	ARNT TACC3 PPI	F508del corr	ERp5 inh	Xi reactivation	PAX8 reporter	DENV2 CPE
CC(C)CC(=O)NC(=S)Nc1cc(C(=O)O)ccc1Cl	/	12	4	/	/	0.0	9	/
COc1ccccc1CNC(=O)C[C@H]1C=C[C@@H](NC(=O)CN(C)C)[C@@H](CO)O1	/	-8	13	0.9	-3	-0.1	/	1

# The list goes on.
SMILES,EWS-Fli block,GSIS activator,ARNT TACC3 PPI,F508del corr,ERp5 inh,Xi reactivation,PAX8 reporter,DENV2 CPE
CCc1sc(C(=O)NNC(=O)CNC(=O)c2ccccc2F)cc1C,-8,6,27,-0.5,-3,-0.1,0,8
COc1cc(/C=N/n2nnnc2N)ccc1OCC#N,11,23,-8,-2.3,5,0.1,0,2
COc1ccc(Cl)cc1C(=O)O/N=C(\N)c1ccc(Cl)cc1,/,8,-1,/,/,0.1,27,/
COc1ccc(-c2cnc3c(c2)C(=O)N([C@H](C)CO)C[C@@H](C)[C@H](CN(C)S(=O)(=O)c2ccc(OC)cc2)O3)cc1,1,-13,/,1.5,/,0.2,/,/
CC1Sc2ccc(S(=O)(=O)N3CCN(c4cccc(Cl)c4)CC3)cc2NC1=O (stereo not drawn),/,0,0,-0.4,4,0.0,58,-2
O=C1CC(Sc2nnc(-c3ccccc3O)o2)C(=O)N1c1ccccc1 (stereo not drawn),29,103,3,-3.5,0,/,/,7
CN(CC(=O)Nc1cccc(F)c1)C(=O)C1CC(=O)N(Cc2ccccc2)C1 (stereo not drawn),/,3,-4,-0.6,4,0.5,10,6
CC1=C(C(=O)N(C(C)C)C(C)C)CC(CC(=O)NCCCN(C)C)C(=O)N1Cc1ccc(F)cc1 (stereo not drawn),-10,-2,/,-2.7,-14,/,-11,?
O=C(NN1CCN(Cc2ccccc2Cl)CC1)c1ccc(Cl)cc1,/,-24,-1,/,/,0.2,22,/
CC(=O)Nc1ccc(S(=O)(=O)NC2CC(=O)N(c3ccc(C)cc3)C2)cc1 (stereo not drawn),0,2,-3,4.1,1,0.2,17,-3
CC(Oc1ccccc1)C(=O)NNS(=O)(=O)c1ccc([N+](=O)[O-])cc1 (stereo not drawn),4,0,-4,1.5,-4,0.0,45,-7
C#CCOCCOCCOCCNc1nc(N2CCOCC2)nc(N2CCN(C(=O)[C@H](Cc3cc4ccccc4[nH]3)n3cc([C@@H](N)C(C)CC)nn3)CC2)n1 (stereo partly drawn),10,-12,4,2.5,1,0.2,59,-5
O=C(Nc1nnc([C@@H]2C[C@H](O)[C@@H](CO)O2)s1)c1c(F)cccc1F,2,/,/,-0.2,-3,-0.1,22,?
Cc1ncsc1CCOC(=O)c1ccc(Cl)cc1,1,10,2,-0.5,0,0.0,-29,8
COc1ccc2c3c(n(C)c2c1)[C@@H](CO)N(C(=O)c1ccccn1)CC31CCN(C(=O)Cc2ccccc2)CC1,14,-3,/,2.2,0,0.1,/,-7
CC(C)CC#Cc1cnc2c(c1)C(=O)N([C@H](C)CO)C[C@H](C)[C@H](CN(C)C(=O)CC1CC1)O2,-1,-12,/,4.9,/,-0.2,/,/
COCCNC(=O)C[C@H]1CC[C@H]2[C@@H](COc3ccc(NC(=O)CC(F)(F)F)cc3C(=O)N2C)O1,-7,8,/,-1.7,0,0.1,-6,?
CC(C)CC#Cc1ccc2c(c1)O[C@H](CN(C)C(=O)Cc1ccccn1)[C@H](C)CN([C@H](C)CO)S2(=O)=O,16,15,7,3.9,2,0.3,/,0
COc1ccc2c3c(n(C)c2c1)[C@@H](CO)NCC31CN(Cc2ccc(-c3ccccn3)cc2)C1,17,32,/,3.4,2,0.0,6,-7
Cc1ccc(OP(=O)(Nc2c(C)n(C)n(-c3ccccc3)c2=O)Oc2ccc(C)cc2)cc1,5,-10,/,-2.3,2,-0.1,27,-1
O=C(CCN1CCCCC1)NCC[C@H]1CC[C@H](NC(=O)C2CCC2)[C@H](CO)O1,7,21,-1,-2.9,-8,-0.3,9,-8
S=C(NCc1ccncc1)Nc1ccc(Br)cc1Cl,4,-17,0,-0.2,-1,0.0,4,1
CO[C@H]1CN(C)C(=O)c2cc(NC(=O)NC3CCCC3)ccc2OC[C@@H](C)N(CC2CC2)C[C@@H]1C,/,8,/,-2.8,2,-0.3,-1,-9
CCOC(=O)Cn1c(=O)oc2cc(S(=O)(=O)NC(C)(C)CC)ccc21,4,/,0,0.4,1,-0.1,-2,1
CCC(=O)Nc1ccc2c(c1)C(=O)N(C)C[C@H](OC)[C@H](C)CN(C(=O)CC1CC1)[C@H](C)CO2,0,5,-6,0.2,1,0.2,/,-4

# Part of the list above in order of SMILES length, rising.
SMILES,EWS-Fli block,GSIS activator,ARNT TACC3 PPI,F508del corr,ERp5 inh,Xi reactivation,PAX8 reporter,DENV2 CPE
COc1cc(/C=N/n2nnnc2N)ccc1OCC#N,11,23,-8,-2.3,5,0.1,0,2
CC(Oc1ccccc1)C(=O)NNS(=O)(=O)c1ccc([N+](=O)[O-])cc1 (stereo not drawn),4,0,-4,1.5,-4,0.0,45,-7
O=C(CCN1CCCCC1)NCC[C@H]1CC[C@H](NC(=O)C2CCC2)[C@H](CO)O1,7,21,-1,-2.9,-8,-0.3,9,-8
COc1ccc2c3c(n(C)c2c1)[C@@H](CO)NCC31CN(Cc2ccc(-c3ccccn3)cc2)C1,17,32,/,3.4,2,0.0,6,-7
CCC(=O)Nc1ccc2c(c1)C(=O)N(C)C[C@H](OC)[C@H](C)CN(C(=O)CC1CC1)[C@H](C)CO2,0,5,-6,0.2,1,0.2,/,-4

# Other compounds follow.
SMILES,EWS-Fli block,GSIS activator,ARNT TACC3 PPI,F508del corr,ERp5 inh,Xi reactivation,PAX8 reporter,DENV2 CPE
COCC(C)n1c(SCc2nc3ccccc3c(=O)[nH]2)nc2ccccc2c1=O (stereo not drawn),-9,8,5,-1.5,5,-0.1,42,3
CCCC(=O)Nc1ccc2c(c1)C(=O)N(C)C[C@@H](OC)[C@@H](C)CN(C(=O)c1ccccc1F)[C@@H](C)CO2,4,-4,-15,-2.9,3,0.6,/,-2
CCCNC(=O)N1C[C@H](O)COC[C@@H]2O[C@@H](CC(=O)NCCCN3CCOCC3)CC[C@H]21,-3&2,2&2,-8,-1.2&1.2,-6&-3,0.1&0.1,1&11,-1&-10
COc1ccc(/C=C(\C#N)C(=O)NCc2ccccc2)cc1,-33,9,-8,0.1,0,0.4,-14,-1
COc1ccc(CN(C(=O)CCC(=O)Nc2cc(C)on2)C(C(=O)NC(C)(C)C)c2cccc(OC)c2OC)cc1 (stereo not drawn),0,-15,3,0.2,4,0.2,6,5
CC1CC(=O)c2cc(-c3ccccc3)oc2C1 (stereo not drawn),-49,-6,/,1.7,1,0.2,-141,-1

# High-throughput results as filed in PubChem.
